H9c2 protect = cardioprotection against H2O2-induced cell death, primary screen, uHTS, H9c2 cells, ATPLite luminescence; protection from H2O2 cell death, % at 20 µM; AID 588492, 2011; 0.63% of 360,000 active; H9c2 cardiomyocytes, H2O2 injury protection, 2 h;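 active = compounds giving at least 50% protection of heart cells from peroxide-induced death in the single-dose screen, raw or plate-pattern-corrected value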;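 note: 0% = DMSO wells with peroxide and 100% = DMSO wells without peroxide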
Exocytosis inh = LAMP-1 surface exposure blockers, TALL-104 cells – cell-based, flow cytometry, MLPCN library, primary screen | TALL-104 LAMP-1 surface exposure; cells stimulated with thapsigargin and PMA | inhibition, % at 10 µM | 0.66% of 360,000 active;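 active = inhibition above about 55%, limit read from the data; inconclusive = no clear call, values can overlap the other calls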
aDG glyco act = activators of alpha-DG glycosylation, primary screen, uHTS, Pro5-aDG cells, AlphaScreen; 0.22% of 360,000 active; activation, % at 10 µM; alpha-DG glycosylation AlphaScreen (IIH6); 0% Pro5, 100% B10-LARGE cell signal;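 active = activation of at least 8% versus controls, or a plate z-score of at least 8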;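 note: Pro5 are CHO cells carrying HIG-tagged alpha-DG that lacks glycosylation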
iPSC survival up = enhancers of single-cell hiPSC survival, primary screen, ATPlite luminescence. 100% = ROCK inhibitor wells, 0% = DMSO. survival enhancement, % at 20 µM. 0.044% of 360,000 active. AID 602274, 2012; in the data active = survival enhancement above about 18%;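 note: cells exposed to compounds for 16 hours before the ATP read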
ABHD5 PLIN5 PPI = ABHD5-PLIN5 interaction inhibitors, primary screen, cell lysate, split luciferase complementation, luminescence. Perilipin-5 (Homo sapiens) + 1-acylglycerol-3-phosphate O-acyltransferase ABHD5 (Homo …. Split G. princeps luciferase complementation, 4 h. inhibition, % at 4 µM. 0.78% of 360,000 active;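 active = inhibition above the mean inhibition across every tested compound plus 3 SD, cut at about 22% in these data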;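 note: 0% = DMSO only wells and the 100% control is not disclosed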
MC4R antagonist = MC4R antagonists of cAMP signaling, primary screen, cell-based, TR-FRET, antagonist arm of biased-ligand search; Melanocortin receptor 4 (Homo sapiens), P32245; MC4R-expressing cells, MTII-stimulated cAMP, LANCE TR-FRET; 0.48% of 360,000 active; inhibition, % at 6.5 µM;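 active = inhibition above its plate's cutoff, the mean of tested wells on that plate plus 3 SD, cut at about 29% in these data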;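 note: 0% = Melanotan II alone and 100% = Melanotan II plus saturating MCL0020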
Target sequence (P32245 whole entry, looked up): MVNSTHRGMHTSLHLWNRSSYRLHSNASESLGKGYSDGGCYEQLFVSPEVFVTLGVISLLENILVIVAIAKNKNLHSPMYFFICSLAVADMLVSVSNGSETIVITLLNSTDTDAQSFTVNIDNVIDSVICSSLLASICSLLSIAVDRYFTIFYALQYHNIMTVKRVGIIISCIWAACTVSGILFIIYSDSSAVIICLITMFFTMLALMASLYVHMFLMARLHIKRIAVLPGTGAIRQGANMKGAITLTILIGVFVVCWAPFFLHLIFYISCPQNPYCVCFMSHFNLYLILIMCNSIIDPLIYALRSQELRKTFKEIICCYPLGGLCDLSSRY
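system = U2OS cells with stable human MC4R expression | also added = Melanotan II challenge after compound preincubation | dosing = one concentration, 6.5 µM nominal | incubation = compound 30 min, challenge 1 h, detection 1 h | measured by = TR-FRET with Eu-cAMP and labeled anti-cAMP, 671 nm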
N-glyco inh = increase of ERlucT glycosylation luciferase signal, primary screen, N-linked glycosylation inhibitor project, D54 ERlucT cells, luminescence, set 2 | D54 ERlucT glycosylation luciferase reporter, 24 h; percent of 100 nM tunicamycin response | reporter increase, % at 12.5 µM | 0.23% of 360,000 active | AID 588692, 2011;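 active = mean luciferase reporter signal, scaled so untreated is 0 and the glycosylation-blocking control 100, at or above a set limit in every replicate; inconclusive = mean reaches the limit but not every replicate does; inactive = mean below the limit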;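 note: luciferase carries N-glycosylation sites so blocking glycosylation raises the light; 0% = median of neutral control wells and 100% = median of 100 nM tunicamycin wells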
m5-HT2A agonist = mouse Htr2a agonists via beta-arrestin recruitment, primary screen, cell-based, luminescence; 5-hydroxytryptamine receptor 2A (Mus musculus), P35363; CHO-K1 mHTR2A beta-arrestin complementation; percent of 30 µM serotonin response; activation, % at 7.6 µM; 0.66% of 360,000 active; AID 624169, 2012;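 active = activation above a run cutoff, the mean activation of all tested compounds plus 3 SD, cut at about 14% in these data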;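 note: 0% = plate median of compound wells and 100% = 30 µM serotonin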
Target sequence (P35363 whole entry, looked up): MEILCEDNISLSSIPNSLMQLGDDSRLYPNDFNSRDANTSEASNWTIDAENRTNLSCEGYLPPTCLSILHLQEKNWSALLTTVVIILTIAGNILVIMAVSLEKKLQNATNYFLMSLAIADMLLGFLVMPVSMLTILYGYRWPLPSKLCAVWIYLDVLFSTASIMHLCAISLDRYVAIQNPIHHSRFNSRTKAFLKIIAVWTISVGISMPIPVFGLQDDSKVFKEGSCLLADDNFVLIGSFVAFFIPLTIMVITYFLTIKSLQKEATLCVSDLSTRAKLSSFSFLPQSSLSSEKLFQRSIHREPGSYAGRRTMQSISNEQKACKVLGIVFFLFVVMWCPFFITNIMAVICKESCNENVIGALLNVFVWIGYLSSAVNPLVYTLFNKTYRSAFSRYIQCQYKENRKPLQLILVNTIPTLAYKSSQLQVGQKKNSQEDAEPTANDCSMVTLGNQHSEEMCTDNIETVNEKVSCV
ABCB6 inh MLPCN = ABCB6 transporter inhibitors, primary screen, K562-ABCB6 cells, flow cytometry, MLPCN library. fluorescence ratio to DMSO, % at 10 µM. ATP-binding cassette sub-family B member 6 (Homo sapiens), Q9NP58. 0.19% of 360,000 active. K562-ABCB6 porphyrin accumulation, 1 h; active compounds read low. AID 602162, 2011;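 active = fluorescence ratio to DMSO below 75%, the collection mean minus 3 SD; inconclusive = too few cells collected in the well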;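 note: signal is porphyrin accumulated inside mitochondria; 100% equals median channel fluorescence of DMSO control wells; lower ratio means ABCB6 inhibition with less porphyrin fluorescence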
MC4R ag barr = MC4R agonists recruiting beta-arrestin, primary screen, cell-based, luminescence, agonist arm of biased-ligand search; U2OS MC4R beta-arrestin complementation; percent of melanotan II response, DMSO zero; activation, % at 8.9 µM; 0.98% of 360,000 active;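 active = activation above a per-plate cutoff, the mean activation of sample wells on that plate plus 3 SD, cut at about 8% in these data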
Active calls of the source: *; ? = inconclusive.

SMILES	H9c2 protect	Exocytosis inh	aDG glyco act	iPSC survival up	ABHD5 PLIN5 PPI	MC4R antagonist	N-glyco inh	m5-HT2A agonist	ABCB6 inh MLPCN	MC4R ag barr
C[C@H]1CN=C(Nc2ccccc2)N1CCCC1CCCCC1	-6	-21	1.3	-2.0	6	7	-1	-3	101	-1.7
Nc1ccc(S(=O)(=O)Nc2nccc(/C=C/c3ccc([N+](=O)[O-])cc3)n2)cc1	-4	-10	0.4	0.8	-9	13	-4	-1	96	1.6
CN(C)CCNC(=O)c1ccc2nc([C@@H]3O[C@H](CO)[C@H](O)[C@H](O)[C@H]3O)[nH]c2c1	4	5	-0.1	-0.8	0	7	2	9	93	-0.3
O=C(CCCC(=O)NNC(=O)Nc1ccccc1)NNC(=O)Nc1ccccc1	3	-1	-0.2	-0.9	1	-4	1	2	98	-0.4
Clc1ccc(CNc2ncnc3[nH]ncc23)cc1Cl	-8	-3	1.0	-0.8	12	-6	-3	-2	93	0.9
O=C(CN(Cc1ccccc1Cl)C(=O)c1ccc(CN2CCOCC2)o1)NCC1CCCO1 (stereo not drawn)	6	0	-0.4	-0.3	1	6	-1	-1	100	-2.7
CCN(CC(=O)Nc1cc(Cl)ccc1C)C(=O)c1ccc2c(c1)NC(=O)C(C)S2 (stereo not drawn)	10	-7	0.2	-0.4	0	10	-5	-12	88	-2.8
O=[N+]([O-])c1cnc(Nc2ccc(Cl)cn2)c([N+](=O)[O-])c1	-3	20	1.7	-0.6	-6	2	6	-4	97	-3.1
O=C(c1ccccc1NS(=O)(=O)c1ccc(Br)cc1)N1CCOCC1	-3	-2	0.4	0.5	-4	2	2	-2	103	-1.4
Cc1ccc2c(cnn2C(=O)CCC(=O)NCc2cccc(Cl)c2)c1	1	4	-0.2	-2.6	-11	1	1	1	103	-0.1
COc1ccc(-c2noc(-c3csc([C@@H]4O[C@H](CO)[C@H](O)[C@H](O)[C@H]4O)n3)n2)cc1OC	1	3	0.2	-2.2	-3	-8	-1	-1	96	-0.9
Cc1ccccc1N1C(=O)CC(Sc2nnc(-c3ccccc3)o2)C1=O (stereo not drawn)	-42	88*	-0.3	-3.1	35*	11	-2	-7	94	-0.5
O=C(N/N=C/c1ccc(N2CCOCC2)o1)c1cccc(C(F)(F)F)c1	3	10	0.6	1.4	0	-1	0	3	93	-1.9
CC1Sc2ccc(S(=O)(=O)CCC(=O)N(C)Cc3ccccc3)cc2NC1=O (stereo not drawn)	-7	1	-0.2	-0.5	1	10	-4	-4	99	-2.6
CC(=O)c1cccc(NC(=O)C2CC(=O)N(Cc3ccccc3)C2)c1 (stereo not drawn)	4	0	0.1	-0.3	2	4	2	1	93	0.1
CC1(C(=O)Nc2ccc(F)cc2F)CCN1C(=O)CCC1CCCC1 (stereo not drawn)	-1	5	-0.3	-2.6	-12	13	0	-4	96	4.1
CCN(CC)Cc1cc(Nc2c3ccccc3nc3c4ccccc4n(C)c23)cc(CN(CC)CC)c1O	9	100*	-0.2	-3.6	27*	-18	?	-12	87	-0.9
COc1ccc(CCNC(=O)c2c(O)c3ccccc3n(C)c2=O)cc1	-10	-1	0.0	-0.5	0	-1	1	-3	100	0.2
O=C(CSc1ncnc2sccc12)N1CCCCC1	1	5	0.1	0.9	-2	-1	-5	4	94	-2.3
CCSc1ccc(-c2cc(NC=O)c3ncc(-c4cc(OC)c(OC)c(OC)c4)n3c2)cc1	6	9	0.3	3.1	4	7	-2	-1	157	3.1
O=C(c1c[nH]c2ccc(S(=O)(=O)N3CCOCC3)cc2c1=O)N1CCN(c2ccccn2)CC1	3	-2	-0.5	10	1	12	1	5	92	-1.6
COc1cc(S(=O)(=O)NCC2COCCO2)ccc1-n1cnnn1 (stereo not drawn)	2	0	-0.1	-0.5	-1	11	0	0	100	0.2
CCCn1c(SCC(=O)Nc2cc(C)on2)n[nH]c1=O	-1	17	-0.2	0.6	2	-3	3	10	96	0.6
CC(=O)c1cccc(NC(=O)N2CCCC2C(=O)Nc2ccccc2C)c1 (stereo not drawn)	1	2	-0.1	0.8	-2	-7	0	2	104	-0.4
O=C(O)COc1ccc(/C=N/O)cc1Br	-10	-1	0.0	0.2	-4	2	1	2	97	-2.0
SMILES	H9c2 protect	Exocytosis inh	aDG glyco act	iPSC survival up	ABHD5 PLIN5 PPI	MC4R antagonist	N-glyco inh	m5-HT2A agonist	ABCB6 inh MLPCN	MC4R ag barr
Cc1nonc1CN(C)C(=O)CC1C(=O)NCCN1Cc1c(F)cccc1Cl (stereo not drawn)	2	-1	-0.1	0.2	-1	9	0	5	97	-1.1
CN1CCN(C(=O)c2cnn3c(C(F)(F)F)cc(-c4ccc5c(c4)OCO5)nc23)CC1	5	-1	-0.2	-1.4	6	4	8	-4	102	-0.3
O=C(COC(=O)c1ccc(Cl)nc1)NCCc1ccc(Cl)cc1	5	-26	-0.3	-2.1	-1	7	2	-4	99	-1.3
CCn1nc(C)c(CNC(=O)CCc2nnc(-c3ccc(C(C)=O)s3)o2)c1C	7	-1	2.1	-1.0	1	-6	-1	5	92	-3.6
CC(C(=O)Nc1ccc(S(=O)(=O)Nc2ncccn2)cc1)N1C(=O)c2ccccc2S1(=O)=O (stereo not drawn)	0	6	-0.1	0.5	-1	-1	0	-1	103	-1.0
CC(=O)OC(C(=O)N1CCN(c2ccccc2F)CC1)c1ccccc1 (stereo not drawn)	-2	0	0.1	1.0	6	1	0	3	100	0.3
NC(=O)c1ccsc1NC(=O)COC(=O)c1cc(Cl)ccc1O	-11	-3	0.3	-0.4	6	-1	3	4	95	1.3
CC(C)(C)c1ccc(/C=N/NC(=O)C[n+]2ccccc2)cc1	0	-11	-0.1	0.1	6	3	-1	2	91	-0.7
O=C1c2ccccc2-c2c1c1ccccc1c(=O)n2CCO	44	-2	0.0	-0.9	3	-24	15	4	93	-1.4
O=C(CN1CCN(c2ccc(O)cc2)CC1)Nc1ccc2c(c1)OCCCO2	-6	6	-0.1	-0.3	2	11	0	1	92	-2.2
Cc1cccc2sc(NC(=O)C3CCN(S(=O)(=O)c4cc([N+](=O)[O-])ccc4Cl)CC3)nc12	-7	-1	1.0	-2.4	8	4	5	0	88	-0.3
CCCc1cc(=O)[nH]c(SCC(=O)c2c(C)[nH]c3ccccc23)n1	0	4	-0.1	0.2	6	-3	1	4	93	-0.1
COc1ccc(NS(=O)(=O)c2cccc(C(=O)N/N=C(\C)c3ccc(-n4ccnc4)cc3)c2)cc1	9	-7	-0.2	-1.4	3	-71	-1	0	93	-0.4
CCOC(=O)c1c(-c2cccc3ccccc23)csc1NC(=O)C1C2CCC(O2)C1C(=O)O (stereo not drawn)	4	0	-0.4	-1.7	-3	20	7	0	96	2.2
COc1ccc(CC(=O)NC2CCCc3ccccc32)cc1 (stereo not drawn)	1	5	-0.1	-0.4	2	12	-1	-1	99	-0.4
C/C(=C\c1ccc(C)o1)C(=O)c1c(C)cc(C)[nH]c1=O	-2	7	0.0	-0.9	5	-4	3	-1	97	0.8
Cc1oncc1C(=O)Nc1cccc(C#N)c1	1	-11	-0.5	0.3	-11	3	0	3	107	-1.4
Cc1ccc(C)c(NC(=O)c2cnn3ccccc23)c1	6	13	0.0	-1.4	-2	10	-1	0	91	-2.0
O=C(CNC(=O)c1ccccc1)OC(C(=O)Nc1cc(C(F)(F)F)ccc1Cl)c1ccccc1 (stereo not drawn)	-4	0	0.1	19*	-3	11	-4	-4	89	0.2
CC(=O)Cc1nsc(NC(=O)c2cc(-c3ccc(Cl)c(Cl)c3)oc2C)n1	-6	0	0.5	-4.5	2	13	-1	3	100	-1.4
CC(=O)Nc1ccc(NC(=O)COC(=O)c2n[nH]c3ccccc23)cc1	4	-1	-0.2	-0.8	2	6	-1	11	82	-3.7
COc1ccc(CCNC(=O)c2cc(S(=O)(=O)N(C)c3ccccc3)ccc2Cl)cc1	3	26	0.5	3.0	2	18	-3	-6	99	1.7
Cc1cc2c(cc1S(=O)(=O)Nc1cccc(C)c1C)OCC(=O)N2	5	0	0.0	-1.5	2	-4	-4	-2	87	-0.1
Fc1ccccc1NC(=S)N(CCCN1CCOCC1)Cc1cccnc1	7	-4	0.3	-0.5	-2	3	0	2	96	0.0
Cc1nnc(SCC(=O)N2CCN(C(=O)c3ccco3)CC2)n1-c1ccccc1	18	-6	0.1	-1.9	3	-4	0	2	98	0.0

Of the compounds above, these contain an aryl thioether with sulfur outside any ring.
SMILES	H9c2 protect	Exocytosis inh	aDG glyco act	iPSC survival up	ABHD5 PLIN5 PPI	MC4R antagonist	N-glyco inh	m5-HT2A agonist	ABCB6 inh MLPCN	MC4R ag barr
Cc1ccccc1N1C(=O)CC(Sc2nnc(-c3ccccc3)o2)C1=O (stereo not drawn)	-42	88*	-0.3	-3.1	35*	11	-2	-7	94	-0.5
O=C(CSc1ncnc2sccc12)N1CCCCC1	1	5	0.1	0.9	-2	-1	-5	4	94	-2.3
CCSc1ccc(-c2cc(NC=O)c3ncc(-c4cc(OC)c(OC)c(OC)c4)n3c2)cc1	6	9	0.3	3.1	4	7	-2	-1	157	3.1
CCCn1c(SCC(=O)Nc2cc(C)on2)n[nH]c1=O	-1	17	-0.2	0.6	2	-3	3	10	96	0.6
CCCc1cc(=O)[nH]c(SCC(=O)c2c(C)[nH]c3ccccc23)n1	0	4	-0.1	0.2	6	-3	1	4	93	-0.1
Cc1nnc(SCC(=O)N2CCN(C(=O)c3ccco3)CC2)n1-c1ccccc1	18	-6	0.1	-1.9	3	-4	0	2	98	0.0

A few values from the list:
In H9c2 protect, CC(C)(C)c1ccc(/C=N/NC(=O)C[n+]2ccccc2)cc1 reads 0
In MC4R ag barr, CCn1nc(C)c(CNC(=O)CCc2nnc(-c3ccc(C(C)=O)s3)o2)c1C reads -3.6

Bioassay records (PubChem)
